TNAP activators = stimulation of alkaline phosphatase TNAP activity – biochemical, luminescent, no phosphate acceptor, uHTS, primary screen (AID 1001); purified TNAP, luminescent activation assay, no phosphate acceptor; higher activation fold means a stronger effect; one-dose activation fold at 20 µM; EC50 in µM for titrated hits; hit rate 0.03% among 200,000; in the data active = activation fold from about 3, or a potency from the dose series; inactive = the rest, 99 in 100 with activation fold below about 1.6; also: many of its hits are not listed in these tables
Lipid droplet = modulators of hepatic lipid droplet formation; inhibition, % at 6.5 µM; hit rate 0.4% among 240,000; AID 1656; AML12 mouse hepatocytes, oleate lipid droplets, BODIPY imaging;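 active = lipid droplet intensity inhibited by at least 50%, with more than 500 cells counted; inconclusive = wells with under 300 cells, treated as cytotoxic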
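Assay system: AML12 hepatocytes (mouse); Probe or stimulus: oleic acid at 100 µM to induce lipid droplet formation; Dosing: compound at 6.5 µM only; Schedule: compound with oleate, overnight; Detection: fluorescence imaging, 20x objective, two fields per well; Measure: % inhibition of lipid droplet signal.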
b-catenin transl = modulators of beta-catenin nuclear translocation | hit rate 0.3% among 190,000 | HeLa beta-catenin nuclear translocation, immunofluorescence imaging | nuclear translocation activity, % at 5 µM;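 active = nuclear translocation activity above 50% at 5 µM, with a well cell count of 50 or more; inconclusive = wells under 50 cells across six images, flagged as toxic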;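 also: per-cell ratio of nuclear to cytoplasmic median beta-catenin stain intensity; plate controls were DMSO negative control for no effect and GSK-3 inhibitor IX positive control for full effect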
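System: Human HeLa cells, endogenous beta-catenin | Compound dosing: 5 µM primary, 0.02–20 µM confirmation | Timing: 24 h compound exposure at 37°C, 5% CO2 | Measured by: Fluorescence imaging of beta-catenin antibody stain plus DAPI | Read-out basis: % activation of per-cell nuclear versus cytoplasmic median beta-catenin signal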
MT stabilizer = microtubule stabilization, imaging screen. HeLa tubulin immunostaining HCS, 24 h; share of cells brighter than vehicle mean+2SD. % tubulin-high responders, % at 10 µM. hit rate 0.83% among 200,000;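 active = plate Z-score above 3 for both tubulin-high and condensed-nucleus cell shares, with cell loss under 80%, at 10 µM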;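 also: anti alpha tubulin signal scored within the nucleus-defined area of each cell; some results filed as inactive read as strong as hits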
PMI inhibitors = inhibitors of human PMI, primary screen, biochemical, fluorescence intensity, coupled assay (AID 1209); purified PMI enzyme, coupled fluorescence intensity; higher % means a stronger effect; inhibition, % at 20 µM; hits with a dose series show IC50 in µM; hit rate 0.42% among 190,000;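 also: plate controls were DMSO vehicle for no effect and wells lacking substrate for full effect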
Autophagy HCS = autophagy modulation, high-content screen | MEF GFP-LC3 puncta imaging; test concentration mostly 10 µM | calls only at 10 µM (by protocol) | hit rate 0.98% among 190,000;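 active = percentage of spot-positive cells more than 3 SD above its plate mean, without a fluorescence outlier flag or 80% toxicity; inconclusive = no clear call, values can overlap the other calls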;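 also: spot-positive cell cutoff set from DMSO-treated cells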
T cell modulator = modulates CD8 T cell binding to vesicles; 2C CD8+ T cell-vesicle binding, flow cytometry; hits give low values; calls only at 7 µM; hit rate 0.068% among 330,000;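 active = response, share of CD8 T cells binding vesicles, and their 90th percentile fluorescence all below set limits, cut at about 80% in these data, passing the limit was not always enough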
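Material: murine 2C transgenic CD8+ T lymphocytes / Also added: QL9-peptide-loaded Drosophila micro-vesicles bearing Ld, ICAM-1 and B7-1 / Schedule: binding step 1.5 h, 37 °C, antibody labelling 20 min, ice / Signal: flow cytometry, PE anti-B7-1 (FL2) versus Alexa647 anti-CD8 (FL8), PFA-fixed / Evaluation: percent CD8+ FL2 mean versus row control / Benchmarks: naked versus QL9-loaded vesicles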
Ins promoter up = MIN6 insulin promoter up-regulation. AID 1625. hit rate 0.3% among 190,000. z-score at 5 µM. MIN6 insulin promoter-GFP reporter, high-content imaging; hits give high values;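 active = z-score above 3 at 5 µM with at least 500 cells counted in the well; inconclusive = wells under 500 cells, flagged as cytotoxic or low count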
PMI inhibition = MPI inhibition at elevated mannose 6-phosphate – biochemical, fluorescence intensity, high mannose 6-phosphate, primary screen (AID 1220); recombinant PMI enzyme, coupled fluorescence intensity; higher % means a stronger effect; hit rate 0.66% among 190,000; inhibition, % at 20 µM; hits with a dose series show IC50 in µM
Ins promoter up cell count = further read-out of Ins promoter up, marked with its call; cell count; measured here: cytotoxicity, nuclei count;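 total cells summed across four imaged fields per well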
Lipid droplet cells 6.5 µM = further read-out of Lipid droplet, marked with its call; cell count; measured here: cell count, cytotoxicity flag;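 cells counted across two imaged fields per well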
b-catenin transl cell count 5 µM = second read-out of b-catenin transl, no call of its own (marks repeat the call); cell count; measured here: cell count, cytotoxicity flag
T cell modulator vesicle-bound % = second read-out of T cell modulator, no call of its own (marks repeat the call); double positive events, %; measured here: CD8+ vesicle-bound cell fraction;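 binding gate set so that unloaded-vesicle control wells show 10% double positive cells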
MT stabilizer Hoechst-high % = second read-out of MT stabilizer, no call of its own (marks repeat the call); % Hoechst-high responders; measured here: nuclear condensation Hoechst responders;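 share of cells brighter than vehicle mean plus two SD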
MT stabilizer cytotoxicity % = recorded beside MT stabilizer, whose call it bears; toxicity, %; measured here: cytotoxicity by cell density;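 0% = mean cell density of plate MIN control wells and 100% = no cells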
Autophagy HCS cell loss 18 h = second read-out of Autophagy HCS, no call of its own (marks repeat the call); toxicity, %; measured here: cell loss, nuclei count;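 cell loss after 18 h compound exposure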
* hit, by the source's call; i = inactive; ? = inconclusive; / = no result given; + = active, no number. Rule as the data show it, unless noted: active = inhibition above about 50%; inactive = the rest.

The line under a structure holds: TNAP activators	Lipid droplet	Lipid droplet cells 6.5 µM	b-catenin transl	b-catenin transl cell count 5 µM	MT stabilizer	MT stabilizer Hoechst-high %	MT stabilizer cytotoxicity %	PMI inhibitors	Autophagy HCS	Autophagy HCS cell loss 18 h	T cell modulator	T cell modulator vesicle-bound %	Ins promoter up	Ins promoter up cell count	PMI inhibition
- O=C(NCc1cccnc1)C(=O)Nc1ccc2c(c1)OCO2
    1	0	736	-0.9	1061	1.6	2.9	3.0	-8%	i	0	i	32	/	/	-5%
- COc1ccc(C(=O)N=C2CCC(C#N)=C3c4cc(OC)c(OC)cc4CCN23)cc1
    1	7	734	7.5	791	5.2	2.8	8.6	3%	i	-3	i	3	-0.54	1507	-6%
- CCC12CC3CC(C1)CC(C(=O)O)(C3)C2
    1.1	/	/	-2.1	1016	4.5	1.7	3.4	3%	i	-8	i	47	0.51	1245	8%
- NNC(=O)c1ccccc1OCc1ccccc1
    /	-1	732	-3.3	1145	/	/	/	/	/	/	i	42	0.06	1415	/
- Cc1cc(C)nc(SCCC(=O)Nc2ccccc2)n1
    1.1	21	698	-1.2	1084	1.8	2.0	12	-2%	i	-26	i	25	-0.15	1904	0%
- Cc1ccc(Nc2nnc(SCC(=O)Nc3ncc(C(F)(F)F)cc3Cl)s2)cc1
    0.9	-16	455	1.1	1099	4.1	2.5	7.0	6%	i	30	i	36	-0.68	1481	3%
- Cn1c(SCc2ccccc2F)nnc1-c1cnccn1
    1.1	/	/	-1.5	1104	3.5	4.1	5.8	2%	i	13	i	10	-0.54	896	0%
- Cc1ccn(CCC(=O)N2CCCC(CCC(=O)NCc3ccc(F)c(F)c3)C2)n1 (stereo not given)
    1	5	697	0.0	1152	3.5	1.6	7.2	-3%	i	15	i	44	0.78	1454	-9%
- CC(C)c1ccc2oc(=O)cc(CN3CCN(c4ccc(F)cc4)CC3)c2c1
    1.1	/	/	-3.3	1231	6.4	2.3	7.5	12%	i	6	i	31	-1.9	1024	12%
- CCN(CCNC(=O)C1CCCN(Cc2nc(-c3ccc(OC)cc3)oc2C)C1)c1ccccc1 (stereo not given)
    1	/	/	-1.8	737	9.0	6.1	4.0	5%	i	4	i	14	-1	520	5%
- O=C(NCc1cccs1)c1ccc([N+](=O)[O-])cc1Cl
    1	-26	676	2.1	1109	5.5	2.2	5.5	10%	i	-3	i	45	0.28	1433	6%
- N=c1c(C(=O)NCc2ccc(F)cc2)cc2c(=O)n3ccccc3nc2n1Cc1ccco1
    1.1	-1	705	2.1	1113	2.5	1.5	6.7	-15%	i	-2	i	27	0.3	773	-23%
- Cc1cccc(OCC(=O)Nc2cccc(C(=O)NCC(C)C)c2)c1
    1.1	-26	665	-1.4	523	3.8	1.9	2.9	5%	i	5	i	10	0.47	1332	15%
- CC(=O)N/C(=C\c1ccccc1)C(=O)NCc1ccc2c(c1)OCO2
    1	12	652	-0.5	1009	4.2	1.6	8.1	-18%	i	22	i	45	-0.1	1616	-9%
- C=CCSc1nc(C)c(CC=C)c(=O)[nH]1
    1.1	-18	672	-0.7	1038	4.4	2.3	8.9	-2%	i	-8	i	33	-0.04	1584	-1%
- O=C(NC(c1ccccc1)C(Cl)Cl)c1ccccc1 (stereo not given)
    1.2	1	675	1.3	1093	5.1	2.5	6.2	-9%	i	5	i	44	0.23	1412	-9%
- O=C(O)COc1ccccc1/C=C1\SC(=O)N(Cc2ccc(F)cc2)C1=O
    1.1	-6	735	0.1	1564	2.3	2.5	12	1%	i	6	i	55	/	/	2%
- COc1ccc(OC)c(/C=N/Nc2nncn2/N=C/c2cc(OC)ccc2OC)c1
    1	-26	638	/	/	32*	21*	55*	-14%	i	19	i	4	-0.29	1060	6%
- O=C(CNC(=O)c1cccc(Br)c1)NCCc1nc2ccccc2[nH]1
    1	/	/	/	/	1.2	1.3	9.7	2%	i	2	i	15	-0.19	1019	0%
- Cc1[nH]n(-c2ccccc2)c(=O)c1C=Nc1cccc2cccnc12
    1.5	-4	718	0.1	1101	4.9	1.6	1.3	12%	+	11*	i	52	-0.82	638	38%

An excerpt from above in order of their number in TNAP activators, low to high:
smiles	TNAP activators
CC(=O)N/C(=C\c1ccccc1)C(=O)NCc1ccc2c(c1)OCO2	1
CCC12CC3CC(C1)CC(C(=O)O)(C3)C2	1.1
Cc1[nH]n(-c2ccccc2)c(=O)c1C=Nc1cccc2cccnc12	1.5

Going on with the list:
The line under a structure holds: TNAP activators	Lipid droplet	Lipid droplet cells 6.5 µM	b-catenin transl	b-catenin transl cell count 5 µM	MT stabilizer	MT stabilizer Hoechst-high %	MT stabilizer cytotoxicity %	PMI inhibitors	Autophagy HCS	Autophagy HCS cell loss 18 h	T cell modulator	T cell modulator vesicle-bound %	Ins promoter up	Ins promoter up cell count	PMI inhibition
- COc1ccc(/C=C(\C#N)c2n[nH]c(Cn3cncn3)n2)cc1
    1	34	690	-2.4	1067	2.5	2.6	5.6	3%	i	6	i	30	-0.21	1548	-3%
- O=C(CSc1ccccc1Cl)N1CCC(c2nc3ccccc3s2)CC1
    1.1	/	/	2.7	1439	1.6	1.3	10	26%	i	5	i	30	-0.34	1344	13%
- COc1ccc(CCN2C(=O)CC(N3CCN(S(=O)(=O)c4ccccc4)CC3)C2=O)cc1OC (stereo not given)
    1.1	-28	711	-5.0	1104	3.8	1.1	3.5	-4%	i	15	i	10	-0.2	1711	-1%
- CCOC(=O)c1sc(NC(=O)c2c(OC)cccc2OC)nc1C
    1.1	-2	749	2.6	1152	1.1	1.9	9.0	8%	i	-5	i	24	-0.73	1339	8%
- CCCCn1c(N2CCC(Cc3ccccc3)CC2)nc2c1c(=O)[nH]c(=O)n2C
    1.1	-24	680	-0.7	1088	1.2	4.8	6.6	20%	i	-1	i	1	-0.76	1073	16%
- O=C(CNC(=O)c1ccc(F)cc1)N/N=C/c1cn[nH]c1-c1ccccc1
    0.7	-2	586	0.9	477	2.1	2.5	5.7	5%	i	10	i	58	?	/	7%
- COc1ccc(OC)c(NC(=O)c2ccc3nc(-c4ccccc4)c(-c4ccccc4)nc3c2)c1
    1.1	8	696	-3.7	1284	3.1	2.1	6.6	11%	i	-1	i	26	-0.5	1451	6%
- COc1ccc(NC(=O)COC(=O)c2c(C)noc2C)c(OC)c1
    1.1	19	823	-3.7	1233	2.0	1.8	7.3	-6%	i	-3	i	30	-0.02	834	-5%
- COC(=O)Cc1c(C)c2ccc(OCC(C)=O)c(C)c2oc1=O
    1.1	7	769	1.3	943	4.0	2.4	0.7	4%	i	18	i	39	0.23	1196	-2%
- CCO[C@H]1OC(C(=O)NCc2nc3ccccc3[nH]2)=C[C@@H](c2csc3ccccc23)[C@@H]1CCCO
    1.1	-11	634	-1.3	1121	4.0	1.9	7.4	27%	i	-2	/	/	1.1	1552	11%
- Cc1cc(Oc2ccc(=O)[nH]n2)nc(Cl)n1
    /	2	703	-2.5	1122	/	/	/	/	/	/	i	21	0.18	1486	/
- CC(=O)OCCOc1nc(N(C)C)nc(N(C)C)n1
    1.1	/	/	-5.4	945	4.7	2.4	7.1	-12%	i	0	i	60	0.91	1518	-3%
- O=C(COC(=O)c1ccc2[nH]c3c(c2c1)CCCC3)Nc1ccccc1Cl
    1.1	-4	729	-2.7	930	2.0	1.7	3.1	1%	i	15	i	45	0.81	1397	-3%
- COc1ccc(-c2cc(OC)c3c(C)oc(C)c3c(=O)c2)cc1OC
    1.1	/	/	-1.9	838	2.4	2.8	8.1	-19%	i	-14	i	32	0.3	889	2%
- COCCCNc1c2c(nc3nnnn13)CCCC2
    1.1	-15	713	6.4	990	3.1	2.6	10	-4%	i	15	i	43	0.04	1129	-3%
- CCOc1ccccc1N1CCN(c2nc(N)c(C#N)c(CC#N)c2C#N)CC1
    1.1	-9	659	/	/	5.9	2.0	4.1	13%	i	6	i	28	0.13	1137	4%
- N/C(=N\OC(=O)c1ccccc1Cl)c1cccnc1
    1	-4	694	1.8	1164	2.5	1.7	3.3	8%	i	-6	i	10	/	/	4%
- Cn1c(NC(=O)c2ccc(S(=O)(=O)N3CCOCC3)cc2)cc(=O)n(C)c1=O
    1.1	14	643	-0.1	542	3.9	2.5	1.7	9%	i	6	i	38	-0.01	1309	12%
- CCOc1ccccc1N1C(=O)CC(Sc2ncccc2C(=O)O)C1=O (stereo not given)
    1.1	-12	669	-1.0	1038	3.1	1.3	5.5	3%	i	-4	i	14	/	/	2%
- CCOC(=O)N1CCC(N(CCN(C)C)C(=S)Nc2cc(Cl)cc(Cl)c2)CC1
    1.1	30	699	-0.2	1019	2.4	1.4	6.4	-9%	i	-27	i	30	-0.54	1068	-13%
- Cc1nc(-c2ccccc2)sc1-c1ccnn1C
    1.2	6	680	-2.3	1087	3.2	3.5	7.1	11%	i	-11	i	9	-0.41	1147	12%
- CCOc1ccc(-c2cc(C(=O)O)c3ccccc3n2)c(OCC)c1
    1	-1	702	-5.6	1189	1.6	1.9	6.4	-19%	i	-5	i	22	0.31	1063	1%
- Nc1ccc(C(=O)OCC(=O)NC2CCCc3ccccc32)cc1[N+](=O)[O-] (stereo not given)
    1.2	1	759	/	/	0.9	0.9	7.7	2%	i	-4	i	32	0.32	902	2%
- COc1ccc(S(=O)(=O)NCC(c2cccnc2)N2CCN(c3ccc(F)cc3)CC2)cc1C (stereo not given)
    1.1	-8	721	-0.4	1223	4.7	2.4	8.6	-9%	i	-5	/	/	/	/	-18%
